Screens from PubChem BioAssay.
hcGAS lum: blocks human cGAS activity; 0.081% of 290,000 active; Q8N884; AID 1259398; inhibition, % at 12.5 µM; recombinant h-cGAS, ATP depletion, Kinase-Glo luminescence;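 also: 0% = vehicle reaction and 100% = reaction without DNA for no activity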
Target sequence (Q8N884 whole entry, looked up): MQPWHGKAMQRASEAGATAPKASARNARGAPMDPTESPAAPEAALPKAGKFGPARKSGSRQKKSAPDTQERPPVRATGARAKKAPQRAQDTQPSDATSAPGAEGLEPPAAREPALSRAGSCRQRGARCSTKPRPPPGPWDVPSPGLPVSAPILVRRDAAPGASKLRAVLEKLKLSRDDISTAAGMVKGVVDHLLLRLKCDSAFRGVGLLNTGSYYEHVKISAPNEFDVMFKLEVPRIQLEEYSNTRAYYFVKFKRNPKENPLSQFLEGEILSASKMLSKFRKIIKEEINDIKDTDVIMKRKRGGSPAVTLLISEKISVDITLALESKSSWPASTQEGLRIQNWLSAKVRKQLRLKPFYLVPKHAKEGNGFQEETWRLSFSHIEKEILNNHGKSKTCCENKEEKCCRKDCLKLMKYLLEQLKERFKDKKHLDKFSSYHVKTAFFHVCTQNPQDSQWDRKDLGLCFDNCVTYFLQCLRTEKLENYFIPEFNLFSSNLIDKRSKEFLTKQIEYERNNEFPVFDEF
mcGAS inh: mouse cGAS inhibition by luminescence | recombinant cGAS, Kinase-Glo ATP depletion luminescence | inhibition, % at 12.5 µM | 0.15% of 160,000 active | AID 1259399;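 also: 0% = negative control wells and 100% = reference inhibitor with no enzyme activity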
NPYLR7 agonist: activates Aedes aegypti NPYLR7 receptor. AID 1259423. 0.15% of 270,000 active. HEK293T NPYLR7/Galpha15, GCaMP6s calcium fluorescence. activation, % at 10 µM; in the data active = activation above about 40%;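 also: 0% = vehicle and 100% = reference agonist at the receptor; some compounds past the cut are filed as inactive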
Numbers without * were called inactive; . = not tested or not shown; & = joins results of further samples. Rule as the data show it, unless noted: active = inhibition above about 40%; inactive = the rest.

The opening 2 entries (preview)
item | structure | mcGAS inh | NPYLR7 agonist | hcGAS lum
1 | Cc1nn(C(C)(C)C)c(C)c1C(=O)NC(C)c1cccc(F)c1 (configuration not stated) | . | 7 | -10
2 | CN1CC2(CCN(c3ncnc4nc[nH]c34)CC2)CC1C(=O)O (configuration not stated) | . | 3 | -1

Results (from the top)
item | structure | mcGAS inh | NPYLR7 agonist | hcGAS lum
1 | Cc1nn(C(C)(C)C)c(C)c1C(=O)NC(C)c1cccc(F)c1 (configuration not stated) | . | 7 | -10
2 | CN1CC2(CCN(c3ncnc4nc[nH]c34)CC2)CC1C(=O)O (configuration not stated) | . | 3 | -1
3 | CN(Cc1ccccc1)C(=O)c1ccc(Cn2nc(C(=O)NCCCN3CCCC3=O)c3ccccc32)cc1 | -5 | 15 | -5
4 | CCCC(C)(COC(N)=O)COC(=O)NC(C)C (configuration not stated) | -3 | -4&-2&-4&1 | -5&-2&-3&2
5 | C=C(C)[C@H]1CCC(C)=C[C@@H]1c1c(O)cc(CCCCC)cc1O | -8 | -6 | -9
6 | Cc1ccc(Cl)c2sc(N3CCNCC3)nc12 | . | -2 | -6
7 | O=P(Nc1cccc2nsnc12)(Oc1ccccc1)Oc1ccccc1 | . | 0 | -6
8 | O=[N+]([O-])c1ccccc1CN1CCN(c2ccc(F)cc2)CC1 | -7 | 6 | -2
9 | O=c1[nH]c(O)c(N=Nc2ccc(SC(F)F)cc2)c(=O)[nH]1 | . | 14 | -5
10 | C=C(C)COc1cccc(C2NCCc3[nH]cnc32)c1 (configuration not stated) | . | 0 | -11
11 | COc1cc(OC)cc(C(=O)Nc2ccc3[nH]cc(CCN(C)C4CCCCC4)c3c2)c1 | -7 | 25 | -4
12 | CC(C)(C)n1cc(C(=O)O)c(-c2ccc(F)cc2F)n1 | . | 16&5 | -4&-6
13 | O=P(OCC(F)(F)F)(OCC(F)(F)F)OCC(F)(F)F | . | -10 | -5
14 | CN(C)P(=NC(=S)Nc1ccccc1)(N(C)C)N(C)C | . | -32 | 12
15 | Fc1ccc(CN2CCN(Cc3ccc4c(c3)OCO4)CC2)cc1 | 1 | 20 | 6
16 | CC(C)(C)c1nn(-c2ccccc2Cl)c2c1C(c1cccs1)SCC(=O)N2CC(=O)NCc1ccco1 (configuration not stated) | -8 | . | -7
17 | CCc1ccc(CN2CCC3(CC2)CN(C)CCN3C)nc1 | -7 | -6 | 0
18 | O=S(=O)(c1ccccc1OC(F)(F)F)N1CCN(CCOC(c2ccc(Cl)cc2)c2ccc(Cl)cc2)CC1 | -10 | 30 | -8
19 | O=C(c1ccco1)N1CCSC12CCNCC2 | . | 12 | -7
20 | O=C(CN1C(=O)CSC(c2ccc(F)cc2F)c2c(-c3ccccc3)nn(-c3ccccc3Cl)c21)N1CCCC1 (configuration not stated) | -4 | 10 | -2
21 | C#CC1(C)CCC2C(O1)c1ccccc1OC2(C)C (configuration not stated) | . | -4 | -3
22 | CCC(=O)OC1(c2ccccc2)CCN(C)CC1C (configuration not stated) | . | -18 | -5
23 | COc1ccccc1CC(=O)N1CCN(Cc2ccc(-c3noc(-c4cccnc4)n3)cc2)CC1 | -5 | 2 | -4
24 | O=C(c1cccc(Br)c1)N1CCSC12CCNCC2 | . | 12 | -8
25 | Cc1cccc(C(C(=O)NCCc2cnc[nH]2)N(C)C)c1 (configuration not stated) | . | 7 | -6
26 | CC1CCCN(C(=O)c2cn(Cc3ccccn3)cc(C(=O)NC3CCCCCCC3)c2=O)C1 (configuration not stated) | -9 | 16 | -7
27 | CCOc1ccc(N2CCNCC2)cc1 | . | 6 | -15
28 | O=C1CC(c2ccc3c(c2)OCO3)c2c(c3ccccc3oc2=O)O1 (configuration not stated) | . | -1 | 3
29 | CC(=O)OC1(c2ccccc2)CC(C(C)(C)C)CN(C(C)(C)C)C1 (configuration not stated) | . | -13 | -5
30 | C=CCn1cc(CN2CCN(C(C)C)CC2)c(C)n1 | -9 | -2 | -3
31 | CC(C)c1c(CN(C)C(C)Cc2ccccc2)n(C)n(-c2ccccc2)c1=O (configuration not stated) | -5 | -2 | -7
32 | Cc1ccc2c(c1)C1CN(C)CCC1N2 (configuration not stated) | . | 2&-3 | -5&11
33 | O=C1NC(=O)N(c2ccc(Cl)cc2)C(=O)/C1=C\c1ccco1 | 6 | 5 | 10
34 | C#CCN1CCCC2(CCOC(C)(CC)C2)C1 (configuration not stated) | -3 | 3 | -12
35 | O=P(C=C(Cl)c1ccccc1)(C=C(Cl)c1ccccc1)N1CCOCC1 | -4 | 27 | -5
36 | c1ccc(CCN2CCCC3(CCNC3)C2)cc1 (configuration not stated) | . | 3 | 6
37 | S=C(Nc1ccc(Cl)c(Cl)c1)NC1CN2CCC1CC2 (configuration not stated) | . | 8 | -2
38 | CCOC(=O)C1=C(C)OC(=N)C(C(=O)OCc2ccccc2)C12C(=O)Nc1ccccc12 (configuration not stated) | 3 | -23 | -1
39 | O=C1C2(c3ccccc3)CN3CCN(C2)CC1(c1ccccc1)C3 | . | -1 | -3
40 | CN1CC(=O)N(Cc2ccc(Cn3nc(C(=O)N(C)Cc4ccco4)c4ccccc43)cc2)c2ccccc2C1=O | -4 | -4 | -5
41 | Cc1ccc2nc(CCNC(C)C)[nH]c2c1 | . | 1 | -7
42 | Cc1ccc(F)c(-n2nnnc2CN2CC=C(c3cccs3)CC2)c1 | . | 2 | -5
43 | CCCN1CCO[C@@H]2c3cc(O)ccc3OC[C@H]21 | -4&-1 | 2&-1 | 18&2
44 | C=CCN(CP(=O)(OCC)OCC)C(C)=O | . | -3 | -2
45 | Nc1nnc(CCN2CCCCC2)s1 | 2 | . | 10
46 | Cc1ccc(C(=O)N2CCC(NC(C)Cc3ccccc3F)CC2)cc1 (configuration not stated) | -16 | 1 | -2
47 | CCOc1ccc(-c2cccc3c2CCNC3)nn1 | -10 | 1 | -4
48 | O=C(Cc1cccc(F)c1)N1CCN(Cc2cccc(-c3noc(C4CCCC4)n3)c2)CC1 | -7 | 4 | -5
49 | N#CC1=C(NC2=CC(=O)CCC2)SC2CCCCCC12 (configuration not stated) | . | -10 | 0
50 | O=C1NC(=O)C2(CCOCC2)C(=O)N1 | -6 | 1 | -8
51 | O=C1C2CCCC1C(N1CCCC1)CC2 (configuration not stated) | -3 | -4 | 4
52 | CC(=NNP(=S)(c1ccccc1)c1ccccc1)c1ccc2c(c1)OCO2 | . | 12 | -7
53 | Cc1ccc(C(=O)NC2CCN(c3ccc(C#N)c(Cl)c3)CC2)o1 | . | 7 | -15
54 | CC(C)NP(=O)(NC(C)C)OP(=O)(NC(C)C)NC(C)C | -4 | 1 | 2
55 | O=C1NC(=O)C(=Cc2cccs2)C(=O)N1 | -9 | . | -9
56 | CN(CCN1C[C@H]2CC[C@@H]1C2)Cc1nccs1 | -5 | . | -10
57 | CC(=O)c1cc(C(C)(C)C)cc2c1CCC2(C)C | . | 6 | 1
58 | O=c1[nH]c2ccccc2n1C1CCN(Cc2cc3n(n2)CCCNC3)CC1 | . | 7 | -4
59 | NCCc1c[nH]c2ccc(Cl)cc12 | . | 3 | -5
60 | Cc1nc(SCc2ccccc2)[nH]c(=O)c1CC(=O)N1CCN(Cc2ccccc2)CC1 | -13 | -11 | -7

Next section.
item | structure | mcGAS inh | NPYLR7 agonist | hcGAS lum
61 | COc1ccc(N(C)C(=O)c2ccc(Cn3nc(C(=O)N4CCN(C(=O)C5CCCO5)CC4)c4ccccc43)cc2)cc1 (configuration not stated) | -4 | 1 | -2
62 | Cc1ccccc1-n1nc(-c2ccccc2)c2c1N(CC(=O)NCc1cccnc1)C(=O)CSC2c1cccs1 (configuration not stated) | -5 | 29 | -4
63 | O=C(NOCc1ccccc1)c1nn(Cc2ccc(-c3ccccc3)cc2)c2ccccc12 | -4 | 25 | -6
64 | O=C1C=CC(=O)c2c(O)cccc21 | . | 2 | -22
65 | O=C1C=CC[C@@H]2[C@H]3CCCN4CCC[C@@H](CN12)[C@@H]34 | -3 | 4 | -1
66 | CCOC(=O)C1=C(c2ccccc2)NC(=O)C2OCCC12 (configuration not stated) | . | -3 | -1
67 | c1cn(CCc2cnc[nH]2)c(C2CCOC2)n1 (configuration not stated) | -4 | -6 | 2
68 | CCSc1nc(CC(=O)N2CCN3CCNC(=O)C3C2)cs1 (configuration not stated) | -19 | 14 | -9
69 | COP(=S)(OC)C1=C(N2CCCCC2)C(=Cc2ccccc2)CC1 | . | 2 | -7
70 | COc1ccc(OC)c(C=C2C(=O)NC(=S)NC2=O)c1 | -6 | 2 | -3
71 | CC(=O)C1(c2ccccc2)CCNCC1 | -3 | 2 | -4
72 | COC(=O)C(C)(C)N1CC1C(N)=O (configuration not stated) | . | 0 | 3
73 | CCN1CC2([N+](=O)[O-])C=CC(=O)C([N+](=O)[O-])(C1)C2 (configuration not stated) | . | 2 | -9
74 | CSc1ncc(CNCCSCc2ccco2)c(N(C)C2CCN(C)CC2)n1 | -5 | 24 | -6
75 | CC(=O)c1ccc(NC(=O)c2cccn(Cc3ccccc3F)c2=O)cc1 | . | 9 | -6
76 | CN1CCN(C(=O)Cc2cccc(NC(=O)c3cccs3)c2)CC1 | . | -14 | 1
77 | C1CC2(CCO1)CNCC2COCC1CC1 (configuration not stated) | -6 | . | -9
78 | O=C(c1ccccn1)C1CCCN(Cc2cc3n(n2)CCNC3)C1 (configuration not stated) | -16 | 5 | -4
79 | Cc1ccc(-n2nc(-c3ccccc3)c3c2N(CC(=O)O)C(=O)CSC3c2sccc2C)c(C)c1 (configuration not stated) | -5 | -5 | -4
80 | Cc1ccc(C)c(Cn2cccc(C(=O)Nc3ncc([N+](=O)[O-])s3)c2=O)c1 | . | 23 | 0
81 | Oc1ccc(C2=CCN(CC(O)c3cc(F)ccc3F)CC2)cc1 (configuration not stated) | . | 3 | -10
82 | CCCCn1c(=O)c(C(=O)Nc2ccccc2N)c(O)c2ccccc21 | -5 | -3 | 2
83 | Cc1cccc(NC(=O)N2CCN(CCOC(c3ccc(F)cc3)c3ccc(F)cc3)CC2)c1 | -7 | -3 | -7
84 | Cc1nn(-c2ncnc3nc[nH]c23)c2c1C(c1ccncc1)SCC(=O)N2 (configuration not stated) | . | 2 | -4
85 | CON(C)S(=O)(=O)c1ccc(Cn2nc(C(=O)N3CCN(CCO)CC3)c3ccccc32)cc1 | -5 | 18 | -7
86 | CC(C)(C)OC(=O)N1C2CCC1C(c1nc(C3CC3)no1)C2 (configuration not stated) | . | -1 | -3
87 | Cc1ccc(-n2c(-c3cccc(F)c3)nc3ccccc3c2=O)cc1 | -6 | 0 | -6
88 | CCCCN(C(=O)c1ccccc1)C1=CC2CCC(C1)N2C (configuration not stated) | -8 | -2 | -6
89 | Clc1c(CN2CCNCC2)sc2ccccc12 | -6 | 1 | -11
90 | CN(C)[C@@H]1C(=O)C(C(N)=O)C(=O)[C@@]2(O)C(=O)C3=C(O)c4c(O)ccc(Cl)c4[C@@](C)(O)C3C[C@@H]12 (some centres not stated) | -2 | 0 | 4
91 | Nc1nonc1NC(=O)COC1CN2CCC1CC2 (configuration not stated) | . | -5 | -1
92 | N#CC1=C(N)Oc2c(c(=O)oc3ccccc23)C1c1ccc(O)c(O)c1 (configuration not stated) | 11 | -16 | -3
93 | OCC(O)[C@H]1O[C@@H]2O[C@H](C(Cl)(Cl)Cl)O[C@@H]2[C@H]1O (some centres not stated) | . | -9 | 5
94 | Cc1ccsc1C=C1C(=O)NC(=O)NC1=O | -4 | . | -6
95 | c1csc(-c2ccc(NC3CN4CCC3CC4)cc2)n1 (configuration not stated) | . | -26 | 5
96 | Cc1ccnc(CC(C)N(C)C(=O)c2cn(C)c3ccccc23)c1 (configuration not stated) | -11 | -1 | -9
97 | Cc1nc(CNC(C)Cn2cncn2)cs1 (configuration not stated) | . | 21 | -6
98 | COc1ccc(OC)c(C(O)C(C)N)c1 (configuration not stated) | -3 | -3&-10&0&3 | -6&4&0&-6
99 | O=C(CC1CCOCC1)N1[C@H]2CCNC[C@@H]1CC2 | . | 1 | -6
100 | Cc1ccc(F)c(C2NCCc3[nH]cnc32)c1 (configuration not stated) | . | -6 | -3
101 | CC(C)N(CC(=O)Nc1nc(CC(=O)N2CCN(C(c3ccccc3)c3ccccc3)CC2)cs1)C(=O)c1ccco1 | -4 | -12 | -4
102 | CC(C)(C)n1nc(-c2ccccc2)c2c1N(CC(=O)O)C(=O)CSC2c1ccccc1Cl (configuration not stated) | -5 | 0 | -1
103 | CC(=O)c1cc(CN2CCN(C3CN4CCC3CC4)CC2)cs1 (configuration not stated) | -4 | . | -5
104 | Cc1nn(-c2ccccc2)c(C)c1P(C)(=S)c1ccccc1 (configuration not stated) | . | 18 | -11
105 | Cc1ccc(OC(=O)N(C)C)c(CN(C)C)c1 | . | 18 | -12

Quoted at random: two compounds from above, in no set order.
item | structure | mcGAS inh | NPYLR7 agonist | hcGAS lum
17 | CCc1ccc(CN2CCC3(CC2)CN(C)CCN3C)nc1 | -7 | -6 | 0
81 | Oc1ccc(C2=CCN(CC(O)c3cc(F)ccc3F)CC2)cc1 (configuration not stated) | . | 3 | -10

The list continues.
item | structure | mcGAS inh | NPYLR7 agonist | hcGAS lum
106 | NC(=O)c1cc(CBr)on1 | . | 4 | -6
107 | Cc1ccc2c(c1)c(=O)c1c3n2CNCC3CC1 (configuration not stated) | . | -1 | 1
108 | Cc1cc(NC(=O)c2cc3cccnc3n(Cc3ccccc3F)c2=O)ccc1Br | . | -1 | -2
109 | O=C1NCCN2CCN(C3CSCCSC3)CC12 (configuration not stated) | -21 | 2 | -6
110 | COc1cc(C(=O)N2CCC3(CCN(C)C3)CC2)nc(OC)n1 | . | 7 | -1
111 | Cc1noc(C)c1CN1CC[C@@H]2CN(S(C)(=O)=O)[C@@H]2C1 | -6 | . | -11
112 | Cc1ccc(C2(CN3C[C@@H]4C[C@@H](C3)c3cccc(=O)n3C4)CCNCC2)nc1 | . | 7 | -6
113 | CC(N)C(O)c1ccc(Br)cc1 (configuration not stated) | . | 7 | -8

These rows are one share of the data; count on the stated rates, not on these rows.
